# 697 NFkB inh = inhibitors of the PMA/ionomycin-induced NF-kB reporter in 697 B cells. 697 B-cell NF-kB luciferase reporter, 16 h. inhibition, % at 4 µM. hit rate 0.33% among 330,000. AID 435022; in the data active = inhibition above about 35%
# Apaf-1 inh = inhibitors of human Apaf-1 apoptosome | O14727 | inhibition, % at 20 µM | hit rate 0.71% among 330,000 | reconstituted apoptosome caspase-3 activity, DEVD-Rh110 fluorescence; active = inhibition of at least 40% at 20 µM;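 also: plate controls were DMSO wells for no effect and DEVD-CHO caspase inhibitor wells for full effect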
#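 Material: cell-free apoptosome with Apaf-1, procaspase-3 and caspase-9; Buffer or medium: Hepes pH 7.5 with detergent and BSA; Reagent: cytochrome c trigger plus (Z-DEVD)2-Rh110 caspase-3 substrate; Times: compound with Apaf-1, dATP, procaspase-3 30 min, then 50 min reaction, room temperature; Technique: Rh110 fluorescence intensity.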
# CCR6 antag = antagonists of human CCR6 receptor; AID 493098; CHO-K1 CCR6 PathHunter beta-arrestin, luminescence, CCL20-stimulated; hit rate 0.49% among 340,000; inhibition, % at 20 µM;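 active = compounds whose inhibition of the agonist-driven luminescence signal at 20 µM reaches about 50%, limit read from the data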;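 also: cells stimulated with CCL20 at 14 nM final; plate controls were DMSO with CCL20 for no effect and DMSO without agonist for full effect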
# Target sequence (P51684 whole entry, looked up): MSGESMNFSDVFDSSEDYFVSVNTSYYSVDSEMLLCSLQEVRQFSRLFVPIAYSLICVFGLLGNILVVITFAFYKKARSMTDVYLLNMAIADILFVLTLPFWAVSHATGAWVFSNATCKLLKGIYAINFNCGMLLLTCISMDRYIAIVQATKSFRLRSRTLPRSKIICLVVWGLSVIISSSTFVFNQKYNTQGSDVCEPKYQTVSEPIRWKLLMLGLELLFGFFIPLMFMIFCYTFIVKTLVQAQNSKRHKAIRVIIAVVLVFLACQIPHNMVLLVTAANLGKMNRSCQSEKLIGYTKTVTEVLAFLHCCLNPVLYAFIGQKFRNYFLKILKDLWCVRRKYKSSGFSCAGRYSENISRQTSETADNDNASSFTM
# UBC13 polyUb = human UBC13 polyubiquitination inhibition; UBC13 polyubiquitin chain formation, TR-FRET; inhibition, % at 20 µM; hit rate 0.47% among 330,000; AID 485273; in the data active = inhibition above about 45%, passing the limit was not always enough
# SENP8 block = inhibitors of human SENP8 protease. hit rate 1.2% among 330,000. AID 2540. inhibition, % at 10 µM. Q96LD8. purified SENP8, Z-RLRGG-aminoluciferin cleavage, luminescence
# Target sequence (Q96LD8 whole entry, looked up): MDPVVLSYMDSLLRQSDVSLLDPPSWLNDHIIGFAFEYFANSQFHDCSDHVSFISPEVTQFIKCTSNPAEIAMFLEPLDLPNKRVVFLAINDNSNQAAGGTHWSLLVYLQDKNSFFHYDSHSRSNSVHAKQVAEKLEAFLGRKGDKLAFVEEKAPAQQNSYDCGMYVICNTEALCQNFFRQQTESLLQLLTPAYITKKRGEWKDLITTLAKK
# EBI2 antag = EBI2 (human) antagonism. hit rate 0.81% among 360,000. AID 651636. inhibition, % at 5 µM. P32249. EBI2 beta-arrestin recruitment, luminescence, 7a,25-OHC stimulated; in the data active = inhibition above about 38%;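 also: enzyme fragment complementation signal reports receptor beta-arrestin coupling in cells; 0% = agonist plus DMSO wells and 100% = wells without agonist; some results beyond the cut were filed as inactive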
# Target sequence (P32249 whole entry, looked up, the tested form may be a part): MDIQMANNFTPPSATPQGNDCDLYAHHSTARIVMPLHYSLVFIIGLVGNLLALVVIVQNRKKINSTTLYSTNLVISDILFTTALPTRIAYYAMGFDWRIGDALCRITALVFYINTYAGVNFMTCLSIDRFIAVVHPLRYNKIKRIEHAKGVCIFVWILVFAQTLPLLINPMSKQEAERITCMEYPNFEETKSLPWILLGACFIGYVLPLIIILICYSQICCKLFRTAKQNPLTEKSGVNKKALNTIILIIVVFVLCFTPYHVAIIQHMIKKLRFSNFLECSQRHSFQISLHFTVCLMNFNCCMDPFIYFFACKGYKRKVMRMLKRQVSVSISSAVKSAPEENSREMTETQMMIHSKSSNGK
# Gli-Sufu block = antagonists of Gli-Sufu signaling; Sufu-KO-LIGHT fibroblasts, Gli luciferase reporter luminescence; inhibition, % at 5 µM; hit rate 0.74% among 340,000;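 active = inhibition above about 55%, limit read from the data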;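 also: 0% = DMSO-treated cells and 100% = wells with medium but no cells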
# Jurkat NFkB inh = lowers PMA/ionomycin-induced NF-kB signal in Jurkat cells; inhibition, % at 4 µM; hit rate 0.53% among 330,000; PMA/ionomycin-induced NF-kB luciferase reporter, luminescence
# * = called active by the depositor; . = not tested or not shown. Rule as the data show it, unless noted: active = inhibition above about 50%; inactive = the rest. A portion of the library. The share of hits here may be higher or lower than overall.
Molecule,697 NFkB inh,Apaf-1 inh,CCR6 antag,UBC13 polyUb,SENP8 block,EBI2 antag,Gli-Sufu block,Jurkat NFkB inh
COCCCC1CCN(C(=O)C2CCC(=O)N(C3CCCC3)C2)CC1 (stereo not drawn),5,-10,10,-11,-1,3,3,-10
CCN(CC)S(=O)(=O)c1ccc(N2CCOCC2)c(NC(=O)C2COc3ccccc3O2)c1 (stereo not drawn),3,10,6,-4,2,18,4,-6
S=C(N/N=C1\CCc2ccccc21)NC1CCCCC1,-91,16,27,1,-6,26,4,-97
C[C@H]1CNC(=O)C(=O)N1C[C@H](Cc1ccc(O)cc1)NC(=O)CC12CC3CC(CC(C3)C1)C2,0,19,6,-2,-13,-13,2,19
CC(=O)N1CCN(c2ccc(C(N)=O)cc2[N+](=O)[O-])CC1,-10,-3,-3,-14,5,-6,0,-6
COC(=O)c1c(NC(=O)Cc2ccccc2)sc(C)c1C,-17,23,19,4,-5,-5,-3,-21
COC(=O)c1cccc(COC(=O)c2ccccc2NC(=O)c2ccco2)c1,-13,14,18,10,-5,31,21,-2
Cc1ccc(/C=[N+](\[O-])c2ccc(N(C)C)cc2)c2nsnc12,-8,18,11,-82,2,2,-111,-6
CC(C)CNC(=O)c1ccc2c(c1)C(=O)N(Cc1ccco1)C2=O,9,6,13,-9,-4,-5,13,-3
O=C(O)CNC(=O)C12CC3CC(CC(Cl)(C3)C1)C2,6,-5,-10,3,-2,3,-3,12

# More entries
Molecule,697 NFkB inh,Apaf-1 inh,CCR6 antag,UBC13 polyUb,SENP8 block,EBI2 antag,Gli-Sufu block,Jurkat NFkB inh
COc1ccc(N(CC(=O)N/N=C/c2ccc(N(C)C)cc2)S(=O)(=O)c2ccccc2)cc1,-2,15,12,-1,-8,5,3,-9
CN(c1ccc(OCC(=O)OCC(=O)NC2CCCC2)cc1)S(=O)(=O)c1ccc2ccccc2c1,-1,19,8,-18,-12,4,-13,3
O=C(CCSc1nc(-c2ccco2)cc(C(F)(F)F)n1)NCc1ccccn1,1,8,3,-7,-6,-19,14,4
COc1ccc(NC(=O)N2CCN(CCC#N)CC2)cc1,11,0,5,3,-2,0,3,-2
CCOc1ccc(NC(=O)NCc2cccn2C)cc1,-6,-5,10,5,15,1,-19,-29
Nc1ccc(S(=O)(=O)c2cccc(N)c2)cc1,0,-24,-4,2,-3,3,4,2
Clc1ccccc1OCCn1ccnc1,-7,-9,-8,-10,-12,-5,1,-10
CCOC(=O)/C=C/c1ccc2oc3ccccc3c(=O)c2c1,-228,8,5,-6,83*,7,-108,-165
O=Cc1cc(N=Nc2cccc(C(=O)O)c2)ccc1O,2,8,32,-31,97*,-5,-6,5
Cc1nc(N2CCCCC2)c2c(-c3cccs3)csc2n1,-13,-1,3,-3,-8,-2,8,-2

# (listing goes on)
Molecule,697 NFkB inh,Apaf-1 inh,CCR6 antag,UBC13 polyUb,SENP8 block,EBI2 antag,Gli-Sufu block,Jurkat NFkB inh
NCCCC[C@H]1CNC(=O)C(=O)N1CCc1cc(C(F)(F)F)cc(C(F)(F)F)c1,3,19,0,5,-2,-22,-13,13
CC(=O)Nc1ccc2ccc3cccc4ccc1c2c34,18,16,-31,19,0,-5,1,1
O=C(CSc1nnc(CNC(=O)c2cccs2)o1)c1ccc(Cl)cc1,-1,4,4,0,5,3,-3,-7
CC(=O)c1ccc(N(CC(=O)NC2CCCC2)C(=O)CCC(=O)Nc2cc(C)on2)cc1,9,0,7,1,-11,6,-5,5
CN(C)c1ccc(/C=C(/NC(=O)c2ccccc2Cl)C(=O)NCCN2CCOCC2)cc1,-11,8,-3,-8,-1,2,-4,2
Cn1cccc1C(=O)OCC(=O)NCCCc1ccccc1,4,-4,-2,14,1,4,-13,3
CCOC(=O)CSc1nnc(NC(=O)c2ccco2)s1,-29,2,-9,-9,-8,-8,-12,-9
COc1ccc(C(=O)C[n+]2cccc(C)c2C)cc1[N+](=O)[O-],5,-5,-2,-3,3,-3,4,-24
O=C(O)c1ccc2c(c1)OCCO2,11,5,-9,-2,-4,-5,-6,-1
Nc1[nH]c(=O)[nH]c(=O)c1N=Nc1ccc(C(=O)O)cc1,-12,5,9,-9,7,-6,1,-18

# Continued:
Molecule,697 NFkB inh,Apaf-1 inh,CCR6 antag,UBC13 polyUb,SENP8 block,EBI2 antag,Gli-Sufu block,Jurkat NFkB inh
CCC(C)Sc1ccc([C@H]2N[C@@](C)(C(=O)OC)[C@H]3C(=O)N(C)C(=O)[C@@H]23)cc1 (stereo partly drawn),13,8,-3,-6,0,-1,3,13
O=[N+]([O-])c1ccc(Nc2nccc(Cl)n2)cc1,-5,17,9,-6,-14,5,-2,-17
COc1ccccc1OCCNC(=O)c1ccc(C(C)(C)C)cc1,-66,0,0,-3,-4,-12,-35,-73
O=C(/C=C/c1c(F)cccc1Cl)c1ccc(F)cc1,6,10,-3,3,0,18,-93,17
CCOc1ccc(N(C(=O)c2snc(C(N)=O)c2N)C(C(=O)NC2CCCC2)c2ccncc2)cc1 (stereo not drawn),-15,7,7,36,-1,7,21,-5
COc1cc(/C=N/NC(=O)C(=O)NCC2CCCO2)ccc1O (stereo not drawn),-5,-9,4,-11,-10,-7,-6,-22
COc1ccc(NC(=O)c2sccc2-n2cccc2)cc1,1,-3,18,14,11,3,1,-9
CCOC(=O)N1CCN(C(=O)c2cccc(N3C(=O)NC4CC3(C)Oc3ccccc34)c2)CC1 (stereo not drawn),-4,-8,-5,0,14,3,-3,16
CCn1nc([N+](=O)[O-])c2c(-c3nc4ccccc4o3)c(N)n(CCCOC)c2c1=O,1,8,3,-37,4,3,-2,-4
O=C(O)c1ccccc1Nc1ccc(OC(F)F)cc1,-8,-3,-6,20,55*,-2,1,-1

# An excerpt of the results above, as a working copy:
Molecule,697 NFkB inh,Apaf-1 inh,CCR6 antag,UBC13 polyUb,SENP8 block,EBI2 antag,Gli-Sufu block,Jurkat NFkB inh
CN(C)c1ccc(/C=C(/NC(=O)c2ccccc2Cl)C(=O)NCCN2CCOCC2)cc1,-11,8,-3,-8,-1,2,-4,2
Cn1cccc1C(=O)OCC(=O)NCCCc1ccccc1,4,-4,-2,14,1,4,-13,3
CCOC(=O)CSc1nnc(NC(=O)c2ccco2)s1,-29,2,-9,-9,-8,-8,-12,-9
COc1ccc(C(=O)C[n+]2cccc(C)c2C)cc1[N+](=O)[O-],5,-5,-2,-3,3,-3,4,-24
O=C(O)c1ccc2c(c1)OCCO2,11,5,-9,-2,-4,-5,-6,-1
Nc1[nH]c(=O)[nH]c(=O)c1N=Nc1ccc(C(=O)O)cc1,-12,5,9,-9,7,-6,1,-18
CCC(C)Sc1ccc([C@H]2N[C@@](C)(C(=O)OC)[C@H]3C(=O)N(C)C(=O)[C@@H]23)cc1 (stereo partly drawn),13,8,-3,-6,0,-1,3,13
O=[N+]([O-])c1ccc(Nc2nccc(Cl)n2)cc1,-5,17,9,-6,-14,5,-2,-17
COc1ccccc1OCCNC(=O)c1ccc(C(C)(C)C)cc1,-66,0,0,-3,-4,-12,-35,-73
O=C(/C=C/c1c(F)cccc1Cl)c1ccc(F)cc1,6,10,-3,3,0,18,-93,17
CCOc1ccc(N(C(=O)c2snc(C(N)=O)c2N)C(C(=O)NC2CCCC2)c2ccncc2)cc1 (stereo not drawn),-15,7,7,36,-1,7,21,-5
COc1cc(/C=N/NC(=O)C(=O)NCC2CCCO2)ccc1O (stereo not drawn),-5,-9,4,-11,-10,-7,-6,-22
COc1ccc(NC(=O)c2sccc2-n2cccc2)cc1,1,-3,18,14,11,3,1,-9

# Additional results.
Molecule,697 NFkB inh,Apaf-1 inh,CCR6 antag,UBC13 polyUb,SENP8 block,EBI2 antag,Gli-Sufu block,Jurkat NFkB inh
NNC(=O)c1c[nH]c2ccc(OCc3ccccc3)cc12,8,7,1,-4,-8,3,-3,-3
S=C(NCc1ccncc1)Nc1ccc(Cl)cc1Cl,-11,2,-3,-7,4,-3,0,12
CC(=O)Nc1sc2c(c1C#N)CCCC2,8,4,-5,9,-4,-12,-4,-17
O=C(N/N=C/c1c[nH]c2ccc(Br)cc12)c1ccncc1,8,-2,-14,3,-10,10,1,-6
CCC(C)NC(=O)C(Cc1ccccc1)NS(=O)(=O)c1cccc2nsnc12 (stereo not drawn),14,1,5,-4,0,-1,6,3
Cn1cc(CC(=O)NCCCN2CCCC2)c2ccccc21,16,1,11,9,5,-7,2,-11
NC(=O)c1ccc(N2CCN(c3ccccc3O)CC2)c([N+](=O)[O-])c1,-23,6,-3,-22,-1,3,26,1
COc1ccc2nc(/N=C(\N)NC(=O)Nc3ccccc3)nc(C)c2c1,-24,2,-11,26,-3,0,-19,-6
CCN1CCN(C(=S)c2ccc(Br)cc2)CC1,12,-18,6,8,-1,12,1,10
CCN(C(=O)c1cccc(S(=O)(=O)N2CCc3ccccc32)c1)C1CCS(=O)(=O)C1 (stereo not drawn),13,-3,9,2,6,-3,-4,0

# Looked up by structure from the entries so far:
Molecule,697 NFkB inh,Apaf-1 inh,CCR6 antag,UBC13 polyUb,SENP8 block,EBI2 antag,Gli-Sufu block,Jurkat NFkB inh
CCN(C(=O)c1cccc(S(=O)(=O)N2CCc3ccccc32)c1)C1CCS(=O)(=O)C1 (stereo not drawn),13,-3,9,2,6,-3,-4,0
CC(=O)Nc1sc2c(c1C#N)CCCC2,8,4,-5,9,-4,-12,-4,-17

# More structures follow:
Molecule,697 NFkB inh,Apaf-1 inh,CCR6 antag,UBC13 polyUb,SENP8 block,EBI2 antag,Gli-Sufu block,Jurkat NFkB inh
Cc1ccc(S(=O)(=O)N2CCCC2C(=O)N(C)Cc2cccs2)cc1 (stereo not drawn),12,-1,13,7,-4,1,-2,1
NC(=O)CC[C@@H]1NC(=O)[C@@H]2CCCN2C(=O)c2cc([N+](=O)[O-])cc(I)c2NCCC[C@@H](C(=O)NC(CC(=O)O)C(N)=O)NC1=O (stereo partly drawn),28,-2,1,-9,4,.,12,11
COc1ccc(CCNC(=S)Nc2ccc(S(=O)(=O)Nc3ncccn3)cc2)cc1OC,9,6,-7,-4,2,-2,0,-9
Cc1cc(C(=O)OCc2nc3ccccc3s2)c(C)o1,-31,9,31,1,10,5,-25,-47
COc1ccc(S(=O)(=O)NC(C)C(=O)NC2CC2)cc1C (stereo not drawn),-7,-15,-2,-1,-13,0,5,0
CCOC(=O)C1(Cc2cccc(F)c2)CCN(Cc2c(C)nn(CC)c2C)CC1,5,-9,12,0,1,7,-2,9
COc1cc2c(cc1OC)CN(S(=O)(=O)c1ccccc1F)CC2,-18,11,-6,3,-11,3,3,0
O=C(CSc1n[nH]c(=O)n1C1CC1)Nc1ccccc1,18,7,-9,4,-6,13,4,-8
O=C(CCc1c[nH]c2ccccc12)NCC(=O)Nc1ccc(F)c(F)c1F,8,-2,-2,-7,-7,-7,2,6
CCC(C)NC(=O)C1CCC(=O)N1Cc1ccc(C)cc1 (stereo not drawn),-16,10,0,-10,-5,-14,5,-15

# (continued)
Molecule,697 NFkB inh,Apaf-1 inh,CCR6 antag,UBC13 polyUb,SENP8 block,EBI2 antag,Gli-Sufu block,Jurkat NFkB inh
O=C(CCC(=O)NNC(=O)COc1ccc(Br)cc1)NCc1ccccc1,12,-2,12,3,-1,12,-23,7
O=C(CSc1ncccn1)N/N=C/c1ccccc1[N+](=O)[O-],11,-2,4,-3,-3,1,-8,-11
Cc1cccc(N(NC(=O)C(C)(C)O)C(=O)c2ccccc2)c1,11,-4,-2,-6,0,-18,-2,-16
CNc1ccccc1C(C)(C)c1cc(C)[nH]n1,-7,5,-8,2,-3,-6,-23,11
Cc1ccc2oc(C(=O)N(Cc3ccncc3)CC3CCCO3)c(C)c2c1 (stereo not drawn),-45,17,0,-3,-2,-2,-12,-50
O=C(OCCN1C(=O)c2ccccc2C1=O)c1ccco1,5,-3,11,2,2,-4,-6,-5
CC1CC(C)CN(C(=O)COC(=O)c2cc([N+](=O)[O-])ccc2N2CCOCC2)C1 (stereo not drawn),17,12,-3,-4,-5,14,0,5
Cc1ccc(OCC(O)CN2CCN(c3ccc(C)cc3)CC2)cc1 (stereo not drawn),5,3,1,8,-3,22,19,2
